# From PubChem
# TNF necrop inh – inhibitors of TNF-alpha induced necroptosis in Jurkat FADD-/- cells. Jurkat FADD-/- TNF necroptosis rescue, ATP luminescence, 24 h; 0 = TNF only, 100 = no-TNF cells. activation (protection from cell death), % at 10 µM. 220,000 tested, 0.068% active. AID 463075;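 active means activation, meaning protection from cell death, of at least 50% relative to plate controls; inactive means activation below 50%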;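 further: necroptosis triggered by 40 ng/mL TNF-alpha added together with compound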
# PERK inh – inhibitors of human PERK kinase. Q9NZJ5. CHO PERK-DD fusion, SEAP luminescence translation reporter. inhibition, % at 5.6 µM. 220,000 tested, 0.17% active;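 active means inhibition above the mean inhibition of all tested compounds plus 3 SD, set separately per screening campaign, cut at about 2.9% in these data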;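 further: PERK kinase domain activated by AP20187 dimerizer at 100 nM; 0% = DMSO with dimerizer and 100% = rapamycin at 8.4 µM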
# EBV gp42 block – blocks Epstein-Barr virus glycoprotein 42 binding. Fluorescence polarization binding assay, mP read-out. inhibition, % (tested at 21.74 µM). 220,000 tested, 0.42% active; in the data active means inhibition above about 50%
# Target sequence (Q1HVG2 whole entry, looked up): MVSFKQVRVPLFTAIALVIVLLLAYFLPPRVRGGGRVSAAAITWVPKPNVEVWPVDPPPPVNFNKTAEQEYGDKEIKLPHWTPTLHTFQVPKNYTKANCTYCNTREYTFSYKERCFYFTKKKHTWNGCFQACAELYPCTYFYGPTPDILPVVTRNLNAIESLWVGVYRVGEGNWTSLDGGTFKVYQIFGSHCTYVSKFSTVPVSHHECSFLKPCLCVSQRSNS
# Rad51 HR inh – Rad51 (human) homologous recombination inhibition; hRad51 DNA strand exchange, fluorescence dequenching; AID 1385; Q06609; 200,000 tested, 0.085% active; inhibition, % at 10 µM;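 active means inhibition above 40% at the single screening dose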;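 further: 0% = DMSO control wells and 100% = blanks with heterologous ssDNA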
#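 Test system: preformed human Rad51 ssDNA filaments. Compound dosing: single dose, 10 µM final compound. Incubation: filaments 15 min 37 °C, then compound 30 min. Technique: FRET fluorescence dequenching, excitation 485 nm, emission 520 nm. Read-out basis: percent inhibition from fluorescence, normalised to plate control and blank means. Benchmarks: plate controls and plate blanks.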
# Calpain2 inh – blocks pig calpain II enzyme activity. purified calpain II, fluorogenic peptide substrate, 30 min. inhibition, % at 16 µM. 220,000 tested, 0.37% active. AID 1236;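 active means inhibition above about 50%, limit read from the data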
# MDM2 E3 inh – blocks human Mdm2 ubiquitin ligase activity | cell-based MDM2 ubiquitination luciferase reporter, 2 h; 0 = plate control, 100 = twice control, blank-subtracted | signal enhancement, % at 5 µM | 210,000 tested, 0.11% active | AID 1230;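 active means signal enhancement of 30% or more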;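 further: luminescence tracks abundance of the self-degrading MDM2-luciferase fusion protein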
# Target sequence (Q00987 whole entry, looked up, the tested form may be a part): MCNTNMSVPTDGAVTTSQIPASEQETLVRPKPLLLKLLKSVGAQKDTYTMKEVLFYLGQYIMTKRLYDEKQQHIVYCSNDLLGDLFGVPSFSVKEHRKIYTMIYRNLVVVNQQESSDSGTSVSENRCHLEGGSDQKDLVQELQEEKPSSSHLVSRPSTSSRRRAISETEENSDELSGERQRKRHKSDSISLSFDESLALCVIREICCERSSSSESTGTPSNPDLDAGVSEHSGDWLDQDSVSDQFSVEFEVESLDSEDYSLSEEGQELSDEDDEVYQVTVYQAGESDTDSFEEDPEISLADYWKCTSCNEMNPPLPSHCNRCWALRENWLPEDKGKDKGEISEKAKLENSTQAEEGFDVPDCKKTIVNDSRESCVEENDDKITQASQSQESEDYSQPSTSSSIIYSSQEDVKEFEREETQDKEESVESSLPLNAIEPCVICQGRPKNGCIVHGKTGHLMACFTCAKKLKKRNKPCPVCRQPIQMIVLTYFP
#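 Test system: mammalian cells stably expressing self-ubiquitinating, self-degrading MDM2 E3–luciferase fusion; Amount: 2000 cells in each well; Medium: DMEM; Schedule: 4 h settle plus 2 h compound, 37 °C; Technique: SteadyLite luciferase luminescence after 15 min room-temperature reagent incubation; Benchmarks: plate control and blank wells.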
# zVAD death inh – L929 zVAD cell death inhibition; AID 1377; viability rescue, % at 10 µM; 220,000 tested, 0.38% active; L929 zVAD necroptosis rescue, ATP luminescence, 24 h; with zVAD 60 µM;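 active means activation, scaled between plate controls, above about 75%, limit read from the data; inactive means activation under that limit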;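 further: 0% = zVAD with DMSO and 100% = DMSO alone without zVAD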
# KCC2 mod – KCC2 (human) Cl- transport modulation. KCC2 cells, thallium flux FluoZin-2 fluorescence. B-score of Tl+ flux slope (higher = more flux/activation; lower = inhibition) at 10 µM. 190,000 tested, 2.2% active. AID 1456;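 active means thallium flux slope and its plate-corrected score both differing from the plate sample mean at a set confidence after two filtering rounds, in either direction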;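 further: slope of fluorescence scaled to starting intensity during 10 to 20 s after thallium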
# eIF4E 4G PPI – eIF4E/eIF4G interaction inhibition in translation initiation; 220,000 tested, 0.37% active; inhibition, % at 21.7 µM; AID 782; TR-FRET eIF4E-eIF4GI(517-606) binding, 2 h; P63073+Q04637;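 active means inhibition above about 30%, limit read from the data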;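 further: 0% = full FRET control wells and 100% = background wells lacking eIF4GI fragment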
# An asterisk follows results filed as active; x = not tested or not shown; [ ] = dose if it differs, or a comment.
SMILES,TNF necrop inh,PERK inh,EBV gp42 block,Rad51 HR inh,Calpain2 inh,MDM2 E3 inh,zVAD death inh,KCC2 mod,eIF4E 4G PPI
O=C(Nc1ccccc1)N(C1=NCCC1)c1ccc(OC(F)F)cc1,-2.5,0.9,-4,4,7,-10,-0.2,0.065,9
Cc1cc(Br)ccc1OCCCCN1CCC(C)CC1,1.5,0.0,-2,2,21,3,0.9,0.83,3[fluorescence artefact?]
COc1ccc(C2CC(c3cccs3)=NN2C(=O)COC(=O)c2cncc(Br)c2)cc1OC (centres undefined),-0.5,-0.7,-42,-2,-63,-1,2.3,0.061,0
CN(C)C(CNC(=O)c1cc(S(=O)(=O)N(C)c2ccccc2)ccc1Cl)c1cccs1 (centres undefined),0.1,-0.6,-22,-24,-16,-6,-1.4,-2.8,-1
O=C(COC(=O)c1ccc(S(=O)(=O)N2CCCC2)cc1)Nc1ccc(F)cc1F,0.2,0.1,5,x,-2,-4,0.3,-1.2,-2
Cc1cc(/C=N/NC(=O)c2cccc([N+](=O)[O-])c2)c(C)n1-c1ccc(Cl)cc1Cl,-6.6,0.0,3,4,-28,1,0.3,1,9
COc1ccc(-c2csc3nc(-c4ccccc4)oc(=O)c23)cc1OC,-0.9,0.3,-21,20,-109,-6,0.5,-0.29,26
Cc1ccc(/C=C(/C#N)C(=O)NC(=O)Oc2ccccc2)cc1,-0.9,0.6,-6,1,1,-13,0.4,0.063,10
Cn1c2c(c(=O)n3ncnc13)CCCC2,2.1,0.9,-9,-2,-18,-1,0.5,0.89,2
O=C(OCn1ncc(Br)c(Br)c1=O)c1ccc(F)cc1,-24,-1.3,-2,3,23,16,113*,-4.7*,-10
CN(C)CCNC(=O)C(=O)NCC1OCCN1S(=O)(=O)c1ccc([N+](=O)[O-])cc1 (centres undefined),2.5,0.2,0,17,-5,-13,0.5,1,0
O=C1C(C=Nc2ccc(F)cc2)=C(O)c2ccccc21,-1.2,0.3,1,16,-7,-65,1.0,1.4,-1
CCc1nnc(NC(=O)CSc2nnc(C)n2-c2ccc(C)cc2)s1,-2.2,0.1,-14,x,-8,7,1.6,1.5,0
COc1ccc(OC)c(/C=N/NC(=O)CCc2c(C)n[nH]c2C)c1,5.5,1.4,-3,-2,-331,-7,0.7,2.1,-2
Cc1ccc(Nc2c(F)c(F)c(F)c(F)c2C(=O)O)cc1,1.0,0.2,-6,-1,-4,9,2.7,-0.75,-2
COc1ccc(CC(=O)N(C)C2CCCCC2)cc1S(=O)(=O)N1CCOCC1,1.6,0.0,-11,2,-26,-10,-0.3,1.5,1
COC(=O)[C@H](C)NC(=O)Nc1ccc(OC)cc1OC,-1.8,1.9,-6,1,-10,1,0.2,-3.5,-2
CC(=O)c1c(N2CCOCC2)nc(=S)n(-c2ccc([N+](=O)[O-])cc2)c1C,-1.0,0.6,-10,x,-11,-16,-0.9,1.6,-2
COc1ccc(Nc2cc(C(=O)NCCCN3CCN(C)CC3)c3ccccc3n2)c(OC)c1,-2.1,-0.6,1,2,10,-7,0.4,x,4
COC(=O)CN1C(=O)N/C(=C/c2cc(OC)c(OC)cc2C)C1=O,0.6,0.4,-12,13,4,5,9.7,-0.49,6
C/C=N/NC(=O)CCNC(=O)c1ccccc1,1.0,0.7,-5,8,-11,-1,-0.1,0.78,16
CCOC(=O)Cn1nc(C)cc1NC(=O)c1cccnc1,-0.9,0.3,-16,3,18,-10,1.4,0.078,-2
Cc1ccc(-n2c(=S)[nH]c3c(oc4ccccc43)c2=O)cc1,-1.8,0.5,-15,-1,4,-12,0.7,1.6,-7
Cc1ccc(/C=N/Nc2cccc(C(=O)O)c2)s1,0.7,-0.1,-17,2,-13,-21,0.5,0.7,-1
CCOC(=O)CSc1ccc2nnc(CCNS(=O)(=O)c3ccc(C)cc3)n2n1,0.8,1.5,-16,x,0,x,0.2,-0.036,0
CC(=O)c1ccc(NC(=O)/C(=C\c2ccccc2)NC(=O)/C=C/c2ccccc2)cc1,-5.6,0.3,-12,2,-48,-6,-0.2,-0.032,-4
CCOC(=O)[C@H]1O[C@@H]1C(=O)N[C@@H](CC(C)C)C(=O)NCCC(C)C,x,1.5,-11,-3,97*,x,x,0.075,6
CCCC(=O)Nc1ccc(C(=O)Nc2nnc(COC)s2)cc1,2.2,-0.6,1,-1,-1,-8,1.1,x,0
Cc1cnc(C(=O)OCC(=O)Nc2oc(-c3ccccc3)c(-c3ccccc3)c2C#N)cn1,-2.2,1.5,14,-2,-65,-1,0.5,x,-2
O=C(N/N=C/c1ccc2cccc(OCc3ccccc3)c2n1)c1ccc(Cl)cc1,-6.1,-1.1,-36,-2,-213,-6,-0.3,4.9*,-18
COC(=O)c1ccccc1NC(=O)CN1CCCCC1,-0.5,0.3,1,-12,16,-1,1.2,0.23,0
CCOc1nc(OCC)nc(N2CCC(C)CC2)n1,-2.8,1.1,-8,7,18,-21,-1.1,-1.8,-6
CCOc1ccc(C(=O)NC(=S)Nc2ccc(NC(=O)c3ccco3)cc2)cc1[N+](=O)[O-],1.5,1.3,6,-7,21,-11,1.6,1.5,-3[fluorescence artefact?]
COc1ccc(-c2nnc(NC(=O)c3ccc(S(=O)(=O)N4CCCc5ccccc54)cc3)o2)cc1,-10,1.1,-11,x,-180,-10,0.2,12*,-14
CCOC(=O)c1cnc(-n2nc(C)cc2C)nc1Nc1cccc(C(=O)O)c1,-0.5,0.6,1,-32,-11,-9,0.8,x,-9
O=C(NC1=NCCS1)c1ccc(Cl)s1,0.0,0.6,-8,-4,1,-10,3.3,-0.13,-1
NCCN=C1NS(=O)(=O)c2ccccc21,-1.1,0.0,-20,0,-18,2,0.2,-0.17,3
CCOc1cc(C(=O)Nc2cc(C)ccc2C)ccc1OCC(=O)N1CCCCC1,2.8,-0.2,-24,-7,4,-9,0.9,-0.83,0
Cc1cc(C)n(-c2nc3ccccc3nc2Nc2ccc3[nH]c(=O)[nH]c3c2)n1,-1.2,0.2,-15,4,4,-8,-0.2,1.4,0
CC1=C(C(=O)Nc2ccccc2)C(c2cccc([N+](=O)[O-])c2)Nc2nc3ccccc3n21 (centres undefined),-2.7,-0.3,-10,1,-9,-3,-0.6,-0.042,-1
Oc1ccc(Cc2ccc(Cl)cc2)c(O)c1,3.8,1.9,2,6,8,-8,0.3,1.3,3
CC(=O)c1c(N2CCN(c3ccc(F)cc3)CC2)nc(=S)n(Cc2ccccc2)c1C,-2.8,-1.3,4,x,-22,5,-0.8,-1.3,-1
Nc1ncc(Br)cc1Br,1.3,0.7,-7,1,-11,-16,1.2,0.37,4[fluorescence artefact?]
C=CCn1c(CNc2ccc(C)cc2)nnc1SCC(=O)N/N=C/c1ccc(O)cc1,-0.1,0.5,-8,-1,-1,-3,-0.1,-0.011,2
O=C(OCCCCN1C(=O)c2ccccc2C1=O)c1ccc(S(=O)(=O)N2CCCC2)cc1,0.1,0.6,-14,5,14,8,1.3,-0.16,-17
Cc1cc(N2CCOCC2)nc2ccc(NC(=O)C3CCC(C)CC3)cc12 (centres undefined),3.2,-1.2,4,1,-443,-17,32,-1.4,1
COC(=O)c1cccc(S(=O)(=O)N(Cc2ccco2)Cc2cc3cc(OC)c(OC)cc3[nH]c2=O)c1,-2.9,-2.6,-17,x,-96,-7,-0.9,x,-1
CCOC(=O)c1cc(C#N)c(SC)nc1C,0.3,2.1,-13,0,4,-9,0.3,0.68,2
COc1ccc(-c2cc(C3CC3)nc3sc(C#N)c(N)c23)cc1,-4.6,-1.1,4,0,-75,-6,-0.4,-0.76,0[fluorescence artefact?]
S=C(Nc1ccccc1)N1CCn2c1nc1ccccc12,1.1,-0.5,-10,7,5,-20,0.1,0.26,-4

# Continued:
SMILES,TNF necrop inh,PERK inh,EBV gp42 block,Rad51 HR inh,Calpain2 inh,MDM2 E3 inh,zVAD death inh,KCC2 mod,eIF4E 4G PPI
COc1ccc(/C=N/NC(=O)c2ccn[nH]2)cc1CN1CCOCC1,1.9,2.0,-23,x,1,-4,0.9,0.98,0
COc1cccc(CNC(=O)C2=C(C)C(=O)OC23CCC(C)CC3)c1 (centres undefined),-0.6,0.3,-13,-6,-10,5,1.6,x,-2
CCn1c(SCC(=O)N2CCN(c3ccccc3F)CC2)nnc1-c1ccoc1C,-3.0,-1.0,-11,7,-14,-13,0.1,-2.8,9
C/C(=N\NC(=O)COc1ccc(C(C)(C)C)cc1)c1ccc(N2CCOCC2)cc1,2.5,0.7,-13,1,-17,-8,3.8,-0.052,0[fluorescence artefact?]
OC1CCN(c2ncnc3nc[nH]c23)CC1,2.6,0.0,-6,-4,-31,-56,52,0.63,-2
COc1ccc(/C=N/OC(=O)Nc2ccccc2OC)cc1,-7.1,1.0,-6,7,30,-10,4.2,-2,-1
O=C(CSc1ncn[nH]1)Nc1nnc(-c2ccccc2)s1,3.7,1.2,-9,4,-7,-14,14,x,-1
Cn1cccc1/C=N/n1c(-c2ccco2)n[nH]c1=S,0.0,1.3,-1,0,-13,2,1.1,0.091,-1
CC(C)(C)c1ccc(CNc2cc(N3CCOCC3)ccc2[N+](=O)[O-])cc1,0.0,0.8,-12,13,-8,24,1.1,x,-4

# Of the compounds above, these have an NH in an aromatic ring.
SMILES,TNF necrop inh,PERK inh,EBV gp42 block,Rad51 HR inh,Calpain2 inh,MDM2 E3 inh,zVAD death inh,KCC2 mod,eIF4E 4G PPI
COc1ccc(OC)c(/C=N/NC(=O)CCc2c(C)n[nH]c2C)c1,5.5,1.4,-3,-2,-331,-7,0.7,2.1,-2
Cc1ccc(-n2c(=S)[nH]c3c(oc4ccccc43)c2=O)cc1,-1.8,0.5,-15,-1,4,-12,0.7,1.6,-7
Cc1cc(C)n(-c2nc3ccccc3nc2Nc2ccc3[nH]c(=O)[nH]c3c2)n1,-1.2,0.2,-15,4,4,-8,-0.2,1.4,0
COC(=O)c1cccc(S(=O)(=O)N(Cc2ccco2)Cc2cc3cc(OC)c(OC)cc3[nH]c2=O)c1,-2.9,-2.6,-17,x,-96,-7,-0.9,x,-1
COc1ccc(/C=N/NC(=O)c2ccn[nH]2)cc1CN1CCOCC1,1.9,2.0,-23,x,1,-4,0.9,0.98,0
OC1CCN(c2ncnc3nc[nH]c23)CC1,2.6,0.0,-6,-4,-31,-56,52,0.63,-2
O=C(CSc1ncn[nH]1)Nc1nnc(-c2ccccc2)s1,3.7,1.2,-9,4,-7,-14,14,x,-1
Cn1cccc1/C=N/n1c(-c2ccco2)n[nH]c1=S,0.0,1.3,-1,0,-13,2,1.1,0.091,-1
